STK33 inh: inhibitors of purified STK33 kinase, primary screen, biochemical, ADP-Glo luminescence, homogeneous, cell-free. hit rate 0.073% among 320,000. inhibition, % at 10 µM. MBP phosphorylation;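 active = inhibition at or above 25%, using the most active replicate where run in duplicate; inactive = inhibition below 25%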
Target sequence (Q9BYT3 whole entry, looked up): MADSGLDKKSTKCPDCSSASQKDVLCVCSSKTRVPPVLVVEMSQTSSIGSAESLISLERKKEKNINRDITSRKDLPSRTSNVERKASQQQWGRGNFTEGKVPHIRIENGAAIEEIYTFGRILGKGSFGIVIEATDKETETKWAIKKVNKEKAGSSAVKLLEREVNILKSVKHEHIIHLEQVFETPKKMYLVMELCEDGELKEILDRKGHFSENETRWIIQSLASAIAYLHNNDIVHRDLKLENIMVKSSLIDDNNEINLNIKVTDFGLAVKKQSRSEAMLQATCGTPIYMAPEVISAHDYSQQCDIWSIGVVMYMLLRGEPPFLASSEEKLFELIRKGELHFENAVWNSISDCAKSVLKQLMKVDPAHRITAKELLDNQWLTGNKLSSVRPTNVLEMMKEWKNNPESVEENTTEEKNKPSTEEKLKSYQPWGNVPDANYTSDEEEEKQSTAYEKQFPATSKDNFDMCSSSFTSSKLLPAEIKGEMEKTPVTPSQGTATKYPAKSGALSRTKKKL
OX1R antag-1: OX1R (HCRTR1) antagonists, primary screen, fluorescence, CHO/OX1R cells, Fluo-8 calcium, orexin A; AID 434989, 2010; Fluo-8 calcium fluorescence; inhibition, % at 5 µM; hit rate 0.43% among 330,000; Orexin/Hypocretin receptor type 1 (Homo sapiens), O43613;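 active = inhibition above its plate's threshold, mean inhibition of all tested compounds on the plate plus 3 SD, cut at about 37% in these data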;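 also: 0% = orexin A challenge wells and 100% = SB-334867-A antagonist wells; not every result past the cut was called active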
Target sequence (O43613 whole entry, looked up): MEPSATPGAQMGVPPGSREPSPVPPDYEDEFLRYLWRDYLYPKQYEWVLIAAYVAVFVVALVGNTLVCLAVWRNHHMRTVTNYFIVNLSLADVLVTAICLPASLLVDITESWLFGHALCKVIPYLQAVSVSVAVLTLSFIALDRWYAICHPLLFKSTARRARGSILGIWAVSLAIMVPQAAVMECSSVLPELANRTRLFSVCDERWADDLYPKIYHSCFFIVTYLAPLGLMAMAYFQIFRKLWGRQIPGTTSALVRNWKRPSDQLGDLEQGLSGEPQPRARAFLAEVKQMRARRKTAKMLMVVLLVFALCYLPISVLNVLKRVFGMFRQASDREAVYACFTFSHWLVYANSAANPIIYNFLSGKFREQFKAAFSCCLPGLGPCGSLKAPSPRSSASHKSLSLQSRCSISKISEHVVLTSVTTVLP
OX1R antag-2: antagonists of human orexin 1 receptor (OX1R); inhibition, % at 6.6 µM; Orexin/Hypocretin receptor type 1 (Homo sapiens), O43613; hit rate 1.8% among 330,000; AID 485270, 2010; OX1R-expressing cells, FRET antagonist read-out; in the data active = inhibition mostly above about 38%, no sharp cut-off; inactive = mostly below about 40%;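 also: 0% = agonist challenge alone and 100% = reference antagonist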
An asterisk follows results filed as active; . = not tested or not shown. Hits appear at their usual frequency; 2.2% or so of the library scored in one or more.

SMILES	STK33 inh	OX1R antag-1	OX1R antag-2
CCCNS(=O)(=O)c1ccc(OCC(=O)NCc2ccc3c(c2)OCO3)cc1	-0.3	1.8	4.2
COc1ccc(C(=O)N/C(=C\c2ccco2)C(=O)NCc2ccco2)cc1	0.6	-23.3	10.3
CN(Cc1cccs1)CC(O)COCc1ccco1 (configuration not stated)	-0.5	-5.9	4.8
COc1cc(CC(=O)Nc2sc3c(c2C(N)=O)CCCC3)cc(OC)c1OC	-0.4	-17.2	17.9
Cc1ccc(NC(=O)Cn2c(=O)cnc3ccccc32)cc1S(=O)(=O)N1CCOCC1	-1.5	-7.0	5.2
C=CCn1c(SCC(=O)NC(=O)c2cccc([N+](=O)[O-])c2)nnc1-c1ccccc1F	-2.0	-17.1	44.9
O=C(CCN1CCCCCC1)Nc1ccc2c(c1)OCCO2	5.4	-5.6	26.3
CC(C)(CO)NS(=O)(=O)c1ccc2c(c1)C(=O)c1cc(S(=O)(=O)NC(C)(C)CO)ccc1-2	-0.4	-13.7	37.0
Cc1cnc(NC(=O)C2CCC(C(C)(C)C)CC2)s1 (configuration not stated)	-0.2	-17.4	21.8
COc1ccccc1NC(=O)C1C2C=CC(C2)C1C(=O)NCc1cccnc1 (configuration not stated)	-1.1	-19.6	-6.6
c1ccc2sc(Cc3nnc4n3CCCCC4)nc2c1	0.2	-11.4	4.2
COC(=O)c1cc(NC(=S)Nc2cc(Cl)cc(Cl)c2)cc(C(=O)OC)c1	0.1	0.0	9.8
CCc1nnc2n1N=C(c1ccc(-c3cc(Cl)ccc3Cl)o1)CS2	2.0	-32.6	10.8
CCOC(=O)c1ccc(N2C=C(C(=O)OC)C(c3ccc(OC)c(O)c3)C(C(=O)OC)=C2)cc1	1.2	-23.1	-11.8
C=COC(=O)CSc1nc(-c2cccs2)ccc1C#N	-2.6	1.3	32.1
CCOC(=O)N1CCN(C(=O)c2ccc(N(C)S(C)(=O)=O)cc2)CC1	-0.8	-8.9	19.3
CC(=O)OC1=C(C#N)Cn2ccc3cccc1c32	0.3	-16.2	57.7
CCOC(=O)c1cn2nc(Oc3ccc(C)cc3)ccc2n1	-0.7	-8.3	22.2
O=C(Cn1cc(C(F)(F)F)cc(Cl)c1=O)NCC1COc2ccccc2O1 (configuration not stated)	0.0	-16.9	-0.5
O=C(O)c1ccc(/C=N/Nc2nnnn2-c2ccccc2)cc1	-1.4	-8.1	14.1
O=C(O)Cc1sc(NCCc2ccccc2)nc1-c1ccc(F)cc1	-1.9	-26.6	27.9
Nc1nc(NCCO)nc(NC2CCCCC2)c1[N+](=O)[O-]	1.0	-28.1	13.6
CCC(=O)N1c2ccccc2-c2nnc(SC)nc2OC1c1ccc(OC)c(OC)c1 (configuration not stated)	-0.2	-16.9	28.2
O=S(=O)(NCC(c1ccco1)N1CCCCC1)c1ccccc1C(F)(F)F (configuration not stated)	7.2	-1.9	9.8
Oc1ccc(N=Nc2n[nH]c(-c3ccc(Cl)cc3)n2)cc1	-0.7	-5.0	6.6

Structural class: the entries above with a furan ring, fused or not (four)
SMILES	STK33 inh	OX1R antag-1	OX1R antag-2
COc1ccc(C(=O)N/C(=C\c2ccco2)C(=O)NCc2ccco2)cc1	0.6	-23.3	10.3
CN(Cc1cccs1)CC(O)COCc1ccco1 (configuration not stated)	-0.5	-5.9	4.8
CCc1nnc2n1N=C(c1ccc(-c3cc(Cl)ccc3Cl)o1)CS2	2.0	-32.6	10.8
O=S(=O)(NCC(c1ccco1)N1CCCCC1)c1ccccc1C(F)(F)F (configuration not stated)	7.2	-1.9	9.8

(cont.)
SMILES	STK33 inh	OX1R antag-1	OX1R antag-2
Fc1ccc(C2CC(c3ccc(F)cc3)n3ncnc3N2)cc1 (configuration not stated)	0.2	-16.1	2.8
CCCN1C(=O)/C(=c2\s/c(=C3\C=Cc4ccccc4N3CC)c(=O)n2-c2ccccc2)SC1=S	0.3	2.6	1.4
CNC(=O)COC(=O)c1ccccc1NC(=O)c1ccco1	4.8	-5.0	26.6
O=C(N=C1SC2CS(=O)(=O)CC2N1c1ccc(Br)cc1F)C1CC1 (configuration not stated)	0.2	-15.9	34.9
O=C(O)c1nn(CCOc2c(Cl)cccc2Cl)c(=O)c2ccccc12	-1.6	-38.2	9.3
O=C(CCC1CCCN(C(=O)c2ccsc2)C1)NCc1ccc(F)c(F)c1 (configuration not stated)	-0.9	-12.2	7.2
CC1CCC(NC(=O)c2cccc(S(=O)(=O)NCc3ccccc3)c2)CC1 (configuration not stated)	-1.0	-33.8	17.4
O=C(NCCCN1CCOCC1)C(=O)N/N=C/c1ccccc1Cl	-1.3	-25.3	3.8
C=CCN(CC=C)Cc1nc(N)nc(Nc2ccccc2C)n1	0.3	-12.6	8.3
CC(C)[C@H](NC(=O)C1(c2ccccc2)CCN(C(=O)OC(C)(C)C)CC1)C(=O)O	-0.1	-3.3	14.5
O=[N+]([O-])c1cccc(-c2nnc(CNC3CC3)o2)c1	-2.7	-8.8	51.3
CC(C)(C)N(Cc1cc2ccccc2[nH]c1=O)C(=O)c1cccc([N+](=O)[O-])c1	-1.0	-27.0	17.0
COCCn1c(-c2ccc(C)cc2)nc2oc3cc(OC)ccc3c(=O)c2c1=O	-0.5	-3.0	16.7
O=C(CN1CCSCC1)N/N=C/c1ccc(Cl)cc1	10.9	-20.6	5.3
C=CCn1c(SCC(=O)NCc2ccco2)nnc1C1CCCCC1	-0.4	-6.4	17.5
Cc1cc(-n2c(C)c3c(C)nnc(C)c3c2C)ccc1N	1.9	-12.1	11.2
Clc1ccc(N2CCOCC2)nn1	-1.0	-1.3	12.0
Cc1cc(C)c2cc(CN(CCN(C)C)C(=O)Nc3ccccc3Cl)c(=O)[nH]c2c1	-0.2	-43.7	10.4
CCOC(=O)CCP(=O)(O)C(O)c1ccc(OC)cc1 (configuration not stated)	-1.3	-11.3	3.0
CNC(=O)c1c(NC(=O)C2=COCCO2)sc2c1CCCC2	8.1	-3.6	10.7
COc1ccc(C(=O)OCC(=O)NCC2CCCO2)cc1S(=O)(=O)N1CCCc2ccccc21 (configuration not stated)	-0.4	-12.0	15.9
O=C(NCCO)Nc1ccc2nsnc2c1	2.2	-2.0	38.8
CCOC(=O)c1sc2ccccc2c1OC(=O)c1ccccc1OC	-0.8	-34.0	29.3
CSCCC1NC(=O)N(CC(=O)Nc2c(C(C)C)cccc2C(C)C)C1=O (configuration not stated)	-1.1	-21.3	4.9
Cc1ccccc1N1CC(C(=O)Nc2ccncc2)CC1=O (configuration not stated)	0.3	-5.7	15.7
(list continues)
SMILES	STK33 inh	OX1R antag-1	OX1R antag-2
Cc1cc(=O)[nH]c(NN=C(CC(C)C)CC(C)C)n1	-1.4	-6.2	5.5
COc1ccc(/C=C(\NC(=O)c2ccccc2)C(=O)N/N=C/c2sccc2C)cc1	-0.5	1.4	26.4
COC(=O)N(C)c1ccccc1C(=O)N1CCOCC1	-1.2	-23.4	12.7
O=C(c1cc(S(=O)(=O)N2CCOCC2)ccc1F)N1CCc2ccccc21	-0.3	-11.6	2.3
CC(C)(C)NC(=O)C(=O)NN=C1CCCCCCCCCCC1	-2.2	-15.9	0.3
Nc1ccc(N=Nc2ccccc2Cl)c(N)n1	2.1	9.5	11.4
N#CCCCN1C(=O)C(=C(C#N)C#N)c2ccccc21	-0.3	-7.0	2.7
Cc1noc(C)c1COC(=O)CCc1ccc(S(=O)(=O)N2CCCCC2)cc1	-0.1	-7.0	14.8
CCCNCc1cc(OCC)c(OCC(=O)Nc2ccccc2)cc1Br	-0.2	-30.6	30.5
CCN(CC)S(=O)(=O)c1ccc2nc(NC(=O)c3ccco3)sc2c1	-1.1	-15.5	9.3
CCOC(OCC)c1cn(Cc2ccc(C(=O)c3ccccc3)cc2)nn1	0.9	4.3	33.0
O=C(CSc1nc(=O)n2ccccc2n1)NC1CCCCC1	1.7	-2.2	7.6
O=S(=O)(c1ccc(C2CCCCC2)cc1)N1CCCC1	-0.2	-7.8	12.3
COc1ccc(OCC(=O)Nc2ccc(S(=O)(=O)N3CCOCC3)cc2)cc1	-2.1	3.0	-9.4
Cc1ccccc1C(=O)NNC(=S)NC(=O)COc1ccccc1	1.4	0.1	11.7
COc1ccc(CCCc2nnc(SCC(=O)N/N=C\c3ccc(O)c(OC)c3)o2)cc1C	-1.1	-31.7	5.8
CCN1N=C(c2ccccc2)CCC1=O	-0.3	-10.2	4.5
CCCCNC(=O)Nc1ncn[nH]1	0.0	-7.1	4.1
Cc1ccc(SC(C)C(=O)NCC(C)C)cc1 (configuration not stated)	-1.3	-3.0	5.2
COc1ccccc1/C=C(/CC(=O)NCc1ccccc1)c1nc2ccccc2s1	-1.1	-28.0	15.7
Cc1ccccc1C(=O)NNC(=O)c1ccoc1C	-1.2	-14.4	-3.2
CSCC[C@H](NC(=O)N1CCn2c1nc1ccccc12)C(=O)NCc1ccco1	-0.8	-13.5	4.3
COc1ccccc1CN1CCNC(=O)C1CC(=O)NCC1CCOCC1 (configuration not stated)	-0.8	-7.9	10.6
N#CCc1ccc(OC(=O)c2cccnc2Cl)cc1	-2.9	-22.6	14.3
COc1ccc(CNC(=O)C(C)OC(=O)CCN2C(=O)C3CC=CCC3C2=O)cc1 (configuration not stated)	.	-34.9	-0.3

Limited to OX1R antag-1, for four of the compounds above:
Molecule | OX1R antag-1
CCCNCc1cc(OCC)c(OCC(=O)Nc2ccccc2)cc1Br | -30.6
CCN(CC)S(=O)(=O)c1ccc2nc(NC(=O)c3ccco3)sc2c1 | -15.5
CCOC(OCC)c1cn(Cc2ccc(C(=O)c3ccccc3)cc2)nn1 | 4.3
O=C(CSc1nc(=O)n2ccccc2n1)NC1CCCCC1 | -2.2

The results go on.
SMILES	STK33 inh	OX1R antag-1	OX1R antag-2
O=C(Oc1cccc([N+](=O)[O-])c1)N1CCCCC1	-0.2	-5.1	8.9
Cc1sc2nc(C)n(/N=C/N(C)C)c(=O)c2c1C	-0.4	-6.4	12.3
COc1ccc(-n2c(=O)[nH]cc(C(=O)N3CCCc4ccccc43)c2=O)cc1	1.5	-1.6	3.3
Cc1c(C)n(Cc2ccccc2)c2ccc(C(=O)NCCN3CCOCC3)cc12	-0.6	-14.8	15.8
CC(C)(C)OC(=O)NCC1CCC(C(=O)NC[C@H](CC(=O)O)c2ccc(Cl)cc2)CC1 (some centres not stated)	-0.4	-8.5	4.8
CCOC(=O)C1(CCOC)CCN(Cc2nc(C(C)C)cs2)CC1	0.3	-16.4	5.7
O=c1oc(Cl)c(Cl)c2ccccc12	-1.6	8.0	9.7
CCc1ccc(S(=O)(=O)/N=C2\C=C(Nc3ccc(C(=O)O)cc3)C(=O)c3ccccc32)cc1	19.9	-11.3	51.7*
COC(=O)c1ccc(C(=O)N2CCCC(Nc3ccc(C(C)C)cc3)C2)nc1 (configuration not stated)	4.0	-20.8	28.9
Cc1sc(NC(=O)CSc2nnc3scc(-c4ccccc4)n23)c(C#N)c1C	0.2	-15.0	5.9
COc1ccc(N(C)S(=O)(=O)c2cccc(C(=O)OCC(=O)N3CC(C)CC(C)C3)c2)cc1 (configuration not stated)	-1.0	-22.5	14.2
O=C(Nc1cccc2ccccc12)/C(=C/c1ccc([N+](=O)[O-])cc1)NC(=O)c1ccccc1	.	-24.2	12.9
Cc1cc(-n2c(C)cc(C(=O)CN3C(=O)NC4(CCCCCC4)C3=O)c2C)no1	-1.5	-25.5	8.6
CC(C)Cn1c(N)c(C(=O)CSc2n[nH]c(N)n2)c(=O)n(C)c1=O	-0.3	-9.9	-3.5
COc1ccc(CN(C(=O)/C=C/c2ccco2)C2CCS(=O)(=O)C2)cc1 (configuration not stated)	-4.6	-7.4	6.7
CCSc1nnc(N(CCC(=O)O)CCC(=O)O)s1	-0.6	-12.2	8.4
COc1ccc(NC(=O)CCC(=O)N(Cc2ccc(OC)c(OC)c2)c2nccs2)c(OC)c1	-2.0	-38.5	6.6

One compound at a time (already shown). Order of screens: STK33 inh, OX1R antag-1, OX1R antag-2
CC(C)(C)OC(=O)NCC1CCC(C(=O)NC[C@H](CC(=O)O)c2ccc(Cl)cc2)CC1 (some centres not stated) across the screens: -0.4, -8.5, 4.8
Cc1cc(-n2c(C)cc(C(=O)CN3C(=O)NC4(CCCCCC4)C3=O)c2C)no1 across the screens: -1.5, -25.5, 8.6
COC(=O)c1ccc(C(=O)N2CCCC(Nc3ccc(C(C)C)cc3)C2)nc1 (configuration not stated) across the screens: 4.0, -20.8, 28.9

Molecules above that contain bromine, in the order listed:
SMILES	STK33 inh	OX1R antag-1	OX1R antag-2
O=C(N=C1SC2CS(=O)(=O)CC2N1c1ccc(Br)cc1F)C1CC1 (configuration not stated)	0.2	-15.9	34.9
CCCNCc1cc(OCC)c(OCC(=O)Nc2ccccc2)cc1Br	-0.2	-30.6	30.5
